Screening results deposited in PubChem by NMMLSC.
VLA-4 inh – inhibition in human VLA-4 binding assay, primary screen, VLA-4 allosteric modulator project, MLPCN library, flow cytometry, VLA-4 expressing cells; Integrin alpha-4 (Homo sapiens), P13612; ligand binding flow cytometry; inhibition, % (about 7 µM as worked out from the volumes in the protocol); actives 0.2% (n = 330,000); AID 2557, 2010; in the data active means inhibition above about 50%
Target sequence (P13612 whole entry, looked up): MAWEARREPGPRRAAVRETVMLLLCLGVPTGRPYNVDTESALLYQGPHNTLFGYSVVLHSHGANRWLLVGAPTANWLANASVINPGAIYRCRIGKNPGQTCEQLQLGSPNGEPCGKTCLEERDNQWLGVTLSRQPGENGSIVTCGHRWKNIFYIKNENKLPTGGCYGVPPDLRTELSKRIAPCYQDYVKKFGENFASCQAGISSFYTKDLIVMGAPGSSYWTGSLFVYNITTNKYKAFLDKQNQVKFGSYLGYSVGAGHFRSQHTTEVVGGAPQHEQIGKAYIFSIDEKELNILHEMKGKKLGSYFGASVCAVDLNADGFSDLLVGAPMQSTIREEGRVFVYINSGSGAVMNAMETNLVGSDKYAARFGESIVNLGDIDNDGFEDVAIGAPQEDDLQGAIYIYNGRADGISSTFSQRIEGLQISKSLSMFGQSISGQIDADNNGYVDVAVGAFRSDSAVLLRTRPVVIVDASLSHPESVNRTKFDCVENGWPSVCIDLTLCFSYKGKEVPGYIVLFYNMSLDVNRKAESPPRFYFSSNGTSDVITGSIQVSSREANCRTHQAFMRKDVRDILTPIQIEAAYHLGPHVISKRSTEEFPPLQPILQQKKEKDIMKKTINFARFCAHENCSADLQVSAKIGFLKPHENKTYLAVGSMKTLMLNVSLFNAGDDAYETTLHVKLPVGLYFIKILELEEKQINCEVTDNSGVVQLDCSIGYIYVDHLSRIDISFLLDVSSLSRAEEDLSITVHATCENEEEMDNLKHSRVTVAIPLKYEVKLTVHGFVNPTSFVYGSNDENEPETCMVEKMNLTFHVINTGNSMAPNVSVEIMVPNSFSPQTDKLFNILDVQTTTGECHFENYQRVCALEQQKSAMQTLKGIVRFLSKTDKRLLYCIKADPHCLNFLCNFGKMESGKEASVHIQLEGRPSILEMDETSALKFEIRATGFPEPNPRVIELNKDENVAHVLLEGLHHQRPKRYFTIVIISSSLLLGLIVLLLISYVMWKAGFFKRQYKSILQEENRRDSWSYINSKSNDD
LAP4-GFP MLPCN – modulators of LAP4-GFP expression in yeast, primary screen, S. cerevisiae, multiplex flow cytometry, MLPCN library; 3 h; median GFP as percent of DMSO wells; GFP response vs DMSO, % at 10 µM; actives 0.34% (n = 320,000); AID 2023, 2009;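 active means GFP response vs DMSO above a set limit, about the screen mean plus 3 SD, cut at about 150% in these data; inconclusive means under 70 cell events counted for the yeast strain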
Yeast superoxide – reduction of superoxide in aged yeast, primary screen, HTS; actives 0.18% (n = 330,000); superoxide response (% of plate mean), % at 10 µM; S. cerevisiae aged cells, superoxide DHE fluorescence; stronger effect = lower value;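 active means superoxide response under a set limit, about three screen SD below normal, cut at about 65% in these data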;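 further: yeast aged for seven days with compound at 30 °C before DHE staining; 100% = average MFI of all compound-treated wells on the plate with controls excluded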
MEP2-GFP yeast – modulators of MEP2-GFP levels in yeast, primary screen, S. cerevisiae, multiplex flow cytometry, MLPCN library | S. cerevisiae MEP2-GFP strain, 3 h; 100% = DMSO control level | GFP response vs DMSO, % at 10 µM | actives 0.51% (n = 330,000);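 active means GFP response versus DMSO above a set limit, roughly screen mean plus 3 SD, cut at about 180% in these data; inconclusive means fewer than 70 cells counted for a yeast strain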;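 further: median GFP fluorescence of the barcode-gated MEP2-GFP cells per well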
GRK2 inh – compounds blocking aptamer binding on GRK2 – biochemical, human GRK2, bead flow cytometry, HTS, primary screen | actives 0.59% (n = 330,000) | Beta-adrenergic receptor kinase 1 (Homo sapiens), P25098 | inhibition of aptamer binding, % at 10 µM | FAM-aptamer displacement from GRK2;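 active means inhibition of aptamer binding above 40%, roughly 3 SD of noise, on plates passing a quality check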;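 further: median bead fluorescence of bound FAM aptamer so fluorescent compounds give negative values; no value below 0 was filed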
RPL19A TOR yeast – RPL19A-GFP expression modulators in yeast, primary screen, cell-based, S. cerevisiae, multiplex flow cytometry, MLPCN; S. cerevisiae RPL19A-GFP strain, 3 h; stronger effect = lower value; percent response vs DMSO, % at 10 µM; actives 0.3% (n = 330,000);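 active means percent response vs DMSO below 50%; inconclusive means fewer than 70 events counted for the yeast strain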;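 further: median channel GFP fluorescence of the barcoded RPL19A-GFP strain; ratio of sample median GFP to plate DMSO average so 100% = DMSO; lower means less RPL19A-GFP as with rapamycin TOR inhibition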
AGP1-GFP MLPCN – modulators of AGP1-GFP expression in yeast TOR pathway, primary screen, cell-based, multiplex flow cytometry, S. cerevisiae, MLPCN library; AID 2066, 2009; actives 0.02% (n = 320,000); 3 h; GFP as percent of DMSO wells; GFP response vs DMSO, % at 10 µM;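 active means GFP response relative to DMSO above a set limit, near screen average plus 3 SD, cut at about 150% in these data; inconclusive means fewer than 70 cells counted for the yeast strain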;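 further: median GFP channel fluorescence of the gated AGP1 strain per well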
CIT2 TOR yeast – modulators of CIT2-GFP expression in yeast, primary screen, S. cerevisiae, GFP fusion, multiplex flow cytometry, MLPCN library. GFP response vs DMSO, % at 10 µM. S. cerevisiae CIT2-GFP strain, 3 h; 100 means same as DMSO wells. actives 0.065% (n = 320,000);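 active means GFP response relative to DMSO above a set limit, near the screen mean plus 3 SD, cut at about 150% in these data; inconclusive means Fewer than 70 cells measured for a yeast strain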;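 further: ratio of well median GFP fluorescence to mean of DMSO wells on the plate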
Starred values were filed as active, the others as inactive; ? = inconclusive; nt = no result given; & = joins results of further samples; [ ] = remark or other dose.

SMILES	VLA-4 inh	LAP4-GFP MLPCN	Yeast superoxide	MEP2-GFP yeast	GRK2 inh	RPL19A TOR yeast	AGP1-GFP MLPCN	CIT2 TOR yeast
Cc1ccc(C(=O)N/C(=C\c2cn(S(=O)(=O)N(C)C)c3ccccc23)C(=O)NCCCn2ccnc2)cc1	13	103	134	112	1	113	115	113
CCN1CCCC1CN(Cc1cc2ccc(C)cc2[nH]c1=O)C(=S)Nc1ccccc1C(=O)OC (stereo unspecified)	7	102	96	98	3	95	101	95
CCn1cc(C(=O)NCCCN2CC(C)CC(C)C2)c2cc(OC)c(OC)cc2c1=O (stereo unspecified)	13	101	103	102	8	102	99	97
COc1ccccc1N(CC(=O)NC(C)C)S(=O)(=O)c1cccs1	-18	96	93	100	0	100	93	102
COc1cc(NC(=S)N2CCN(C(=O)C3CCCO3)CC2)c(OC)cc1Cl (stereo unspecified)	4	91	101	112	1	102	99	105
Cc1ccc(-c2cn(-c3ccccc3)c3[n+]2CCCS3)cc1	-18&6	102&97	102&105	105&106	0&0	101&101	107&97	101&102
COc1ccc(/C=C2\SC(=S)N(CCCC(=O)Nc3cccc(C(=O)O)c3)C2=O)cc1OC	8	93	113	94	0	103	92	101
CN(CC(=O)Nc1ccc(F)cc1)C(=O)c1cc(-c2ccco2)nc2ccccc12	-1	85	103	97	8	88	94	95
CNS(=O)(=O)c1cccc(C(=O)OCC(=O)Nc2ccccc2OC(F)F)c1	5	nt	103	86	0	96	96	98
COc1ccccc1N1CCN(C2CCCN(Cc3cc(F)cc(F)c3)C2)CC1 (stereo unspecified)	-5	88	113	92	0	94	154*	92
O=C(Nc1cc(Cl)ccc1N1CCOCC1)C1CC1	4	89	104	89	1	90	92	92
O=C(N/N=C\c1ccc(F)cc1)c1ccc(F)cc1	-3	99	80	99	5	99	93	103
CC(C)CC(=O)Nc1ccccc1N1CCN(C(=O)c2ccccc2)CC1	8	99	94	98	3	94	101	101
COc1ccc(-c2csc3ncnc(N4CCN(S(=O)(=O)c5ccccc5C#N)CC4)c23)cc1	-10	89	99	88	0	100	99	101
CC(=O)C1=C(c2ccccc2)NC(=O)NC1c1ccccc1OCC(=O)NCc1ccccc1 (stereo unspecified)	-1	112	108	109	2	105	109	108
O=C(NCc1ccco1)c1n[nH]c(=O)c2ccccc12	7	104	112	99	0	95	95	93
CN1c2ccccc2C(C)(C)C12CC(c1ccc(S(=O)(=O)N3CCCCC3)cc1)=NO2 (stereo unspecified)	5	95	94	100	1	99	90	92
CCOC(=O)N1CCN(C(=O)c2cn(C)c3ccc(S(=O)(=O)N(CC)CC)cc3c2=O)CC1	1	102	76	98	3	98	105	101
Oc1ccc(C23CCCC2C2(CCCC2)c2ccc(O)cc2O3)c(O)c1 (stereo unspecified)	16	95	92	95	0	93	95	92
C=CCn1c(SCc2cc(C(=O)OC)c(C)o2)nnc1-c1ccncc1	0	95	98	101	3	102	115	103
Cc1ccccc1OCC(=O)Nc1ccc(C)c(S(=O)(=O)N2CCCCCC2)c1	-2	113	100	108	1	100	103	97
Cc1ccc(OCc2nnc(SCC(=O)Nc3ccc4c(c3)OCO4)n2C)cc1	0	92	100	96	0	101	100	103
O=C(Nc1ccc(OC(F)(F)F)cc1)c1ccc2ccccc2n1	-2	94	96	90	4	94	99	nt
Oc1ccc(Cl)cc1C(C#Cc1ccccc1)N1CCOCC1 (stereo unspecified)	7	94	105	102	0	100	99	100
CCCc1cc(C(=O)Nc2cccc(C(C)=O)c2)no1	-4	93	125	99	0	95	88	85
COC(=O)C1(C(F)(F)F)N=C(N(C)C)OC(N(C)C)=N1	27	78	79	75	1	91	88	88
COc1ccc(-c2[nH]c(-c3ccccc3)nc2SCC(=O)NC2CCCC2)cc1	18	98	100	99	0	100	103	99
Cc1cc(N2CCOCC2)n2cc(-c3ccccc3)nc2n1	2	99	105	101	0	105	101	104
Cn1c(SCC(=O)NC(=O)Nc2ccccc2)nnc1-c1ccncc1	7	113	103	107	0	103	112	111
COc1cc(CN2CCCCCC2)c([N+](=O)[O-])cc1OC	22	93	99	106	0	104	98	100
COc1cc(C=O)ccc1OCc1ccccc1Br	1	88	98	87	0	97	92	86
COC(=O)c1nc(NC(=O)c2ccc(Br)cc2)n[nH]1	23	126	98	102	0	102	95	93
Cc1ccc(/C=C2/SC(=Nc3ccc(F)cc3)NC2=O)s1	-19	93	98	107	0	103	103	108
Nc1nc(NCC(=O)O)nc(N2CCCCCC2)c1[N+](=O)[O-]	3	92	103	105	0	102	93	96
C#CCOCCOCCOCCNc1nc(N2CCN(C(=O)Cn3cc(CCCN=C(N)N)nn3)CC2)nc(N2CCN(C(=O)[C@H](CCCCN)n3cc(CC(C)O)nn3)CC2)n1 (stereo partly specified)	34	98	99	105	0	104	106	98
Cc1cc(Cl)ccc1OCC(=O)NNC(=O)c1ccco1	-12	97	93	96	1	98	91	94
Cc1cccc(C(=O)N(Cc2nc3ccccc3c(=O)[nH]2)C2CCCC2)c1	10	97	117	103	0	89	101	82
O=C1CSC(c2ccccc2)N1CCc1ccccc1 (stereo unspecified)	1	96	92	105	4	102	97	100
O=C(OCC(=O)N1CCN(C(=O)c2ccco2)CC1)c1cccc(O)c1	-20	102[may fluoresce green]	94	108[may fluoresce green]	1	105[may fluoresce green]	106[may fluoresce green]	99[may fluoresce green]
COc1ccccc1CNC(=O)CCS(=O)(=O)c1ccc2c(c1)CC(C)N2C(=O)C1CC1 (stereo unspecified)	-9	91	79	92	1	95	95	103
COc1ccc(NC(=O)CN(C)S(=O)(=O)c2ccc3c(c2)CCC(=O)N3)c(OC)c1	-12	98	93	104	0	98	104	102
O=C(Cn1nnc2ccccc2c1=O)Nc1cc(C(F)(F)F)ccc1N1CCOCC1	-33	97	92	93	1	99	100	105
Cc1ccc(C)c(NS(=O)(=O)c2ccc3c(c2)Cc2cc(S(=O)(=O)Nc4cc(C)ccc4C)ccc2-3)c1	19	95	103	104	1	103	101	106
Cc1cccc(C(=O)NCCNC(=O)c2cnccn2)c1	-3	?	97	?	2	?	?	?
CCCc1nnc(NC(=O)CS(=O)(=O)c2ccccc2)s1	-4	94	98	105	1	102	104	111
O=C(O)CCC(=O)NCC1OCCc2ccccc21 (stereo unspecified)	17	98	119	100	2	97	100	99
Cc1cc(NCc2ccccc2Cl)n2nnnc2n1	-1	93	98	95	4	93	92	90
C=CCn1c(C)c(C(C)=O)c(SC)nc1=S	8	105	104	107	0	96	101	95

Complete entries from above. Screens in order: VLA-4 inh	LAP4-GFP MLPCN	Yeast superoxide	MEP2-GFP yeast	GRK2 inh	RPL19A TOR yeast	AGP1-GFP MLPCN	CIT2 TOR yeast
O=C(O)CCC(=O)NCC1OCCc2ccccc21 (stereo unspecified) is listed as 17	98	119	100	2	97	100	99
O=C(OCC(=O)N1CCN(C(=O)c2ccco2)CC1)c1cccc(O)c1 is listed as -20	102[may fluoresce green]	94	108[may fluoresce green]	1	105[may fluoresce green]	106[may fluoresce green]	99[may fluoresce green]
Cc1cc(NCc2ccccc2Cl)n2nnnc2n1 is listed as -1	93	98	95	4	93	92	90
COc1ccc(NC(=O)CN(C)S(=O)(=O)c2ccc3c(c2)CCC(=O)N3)c(OC)c1 is listed as -12	98	93	104	0	98	104	102

Remaining list, next part.
SMILES	VLA-4 inh	LAP4-GFP MLPCN	Yeast superoxide	MEP2-GFP yeast	GRK2 inh	RPL19A TOR yeast	AGP1-GFP MLPCN	CIT2 TOR yeast
CN(C)CCCNC(NC(=O)c1cccs1)C(Cl)(Cl)Cl (stereo unspecified)	0	109	100	104	2	110	109	102
O=C(CN1CCN(c2ccccc2)CC1)Nc1ccccc1Cl	1	100	119	105	0	99	103	102
O=C(CCN1C(=O)/C(=C/c2ccccc2)SC1=S)NCCCN1CCOCC1	-3	88	105	104	0	98	94	99
COc1cccc(C(=O)N(CN2CCCC2=O)c2cccc(Cl)c2)c1OC	20	104	106	107	0	102	101	102
O=c1[nH]c(/C=C/c2cccnc2)c([N+](=O)[O-])c(=O)[nH]1	-5	106	113	115	0	100	104	106
OC1CCN(C(=S)NCCc2ccccc2)CC1	6	91	90	98	0	97	98	97
COc1ccc(N(CC(=O)Nc2cc([N+](=O)[O-])ccc2C)S(C)(=O)=O)cc1OC	1	103	92	99	2	100	105	105
Cc1ccc(SC(C)C(=O)Nc2cccnc2)cc1 (stereo unspecified)	-5	123	98	108	1	106	111	111
COc1ccc(NC(=O)Cc2c(F)c(F)c(F)c(F)c2F)cc1OC	-7	99	96	108	1	102	104	115
Cc1ccc(S(=O)(=O)NNC(=O)C2Cc3c(ccc4ccccc34)O2)cc1 (stereo unspecified)	0	100	122	100	0	98	nt	95
CN(CC(=O)Nc1ccccc1Br)C(=O)c1cc([N+](=O)[O-])ccc1N1CCOCC1	-9	115	91	102	1	104	116	111
O=S(=O)(c1ccc2ccccc2c1)N1CCN(C(=S)Nc2ccc(F)cc2)CC1	2	123	94	112	3	94	112	105
CCN1CCN(C(=O)CS(=O)(=O)Cc2nc(-c3ccc(C)cc3)oc2C)CC1	-2	78	92	86	0	92	83	84
CCCN(C(=S)Nc1ccccc1)C1CCS(=O)(=O)C1 (stereo unspecified)	22	95	108	99	0	96	99	103
Nc1ccc(-c2nc3ncccc3o2)c(Cl)c1	-9	87	103	105	1	102	105	108
O=C(N=C1SC2CS(=O)(=O)CC2N1Cc1ccccc1Cl)C1CC1 (stereo unspecified)	10	100	106	103	0	105	107	107
Cc1cc(C)n2nc(-c3ccsc3-n3c(C)ccc3C)cc2n1	-124	106	90	102	6	99	110	112
CC(C(=O)NCCN1CCOCC1)(c1ccccc1)c1ccccc1	8	102	96	101	2	99	98	96
C/C(CCC(C)C)=N\Nc1cc(C)c2ccccc2n1	15	101	108	97	1	94	98	95
O=C(CS(=O)(=O)Cc1ccccc1)Nc1ncccn1	4	92	103	94	1	99	99	92
C=CCN1CC2CC3(COc4cc(C)cc(C)c4)C=CC2(O3)C1=O (stereo unspecified)	-1	95	103	96	0	88	89	94
O=C(NCc1cccs1)C1CCN(S(=O)(=O)c2ccc(Br)s2)CC1	0	99	104	103	3	103	101	98
COC(=O)c1cn(NC(=O)Cc2ccc(Cl)c(Cl)c2)c(=O)c2ccccc12	-4	93	100	100	1	96	94	86
CCc1nc2sc(C(C)=O)c(N)c2c2c1CCCC2	3	108	105	95	4	94	92	88
O=C(Nc1ccc(S(=O)(=O)N2CCCC2)cc1)C1COc2ccccc2O1 (stereo unspecified)	21	116	90	113	0	106	110	101
COc1ccccc1NC(=O)Cc1csc(NC(=O)c2ccccc2)n1	4	95	141	105	0	103	94	105
O=C(Nc1nc(-c2ccc(Cl)cc2)cs1)C1=COCCO1	9	111	125	93	4	92	87	73
CN1CCN(C(=S)Nc2ccc(Cl)cc2Cl)CC1	-23	98	97	105	0	98	103	105
COCc1cc(=O)[nH]c(SC)n1	-1	107	109	103	nt	97	108	99
COc1ccc(CC(=O)O/N=C(\N)Cc2ccc([N+](=O)[O-])cc2)cc1	2	112	115	99	1	98	104	103
CCn1cc([C@@H]2C[C@H]3CN(Cc4cccc(Cl)c4)C(=O)[C@]34CCCN24)cn1	-2	94	100	96	0	96	101	102
